RNase H inhibition = RNase H inhibition, HIV 1 Gag Pol polyprotein, FRET biochemical assay, screening (AID 372). 100,000 tested, 0.77% active. one-dose inhibition, % at 10 µM; IC50 in µM for titrated hits. HIV-1 RT RNase H, FRET RNA/DNA substrate fluorescence; higher % means a stronger effect; in the data active = inhibition above about 50%
An asterisk follows results filed as active.

SMILES | RNase H inhibition
CC1=C(C(=O)Nc2ccccc2F)C(c2ccc3c(c2)OCO3)C2=C(CC(c3ccccc3)CC2=O)N1 (stereo unspecified) | 16%
C=CCNC(=O)CN(c1ccc(OCC)cc1)S(=O)(=O)c1ccccc1 | 18%
CC1(C)C(c2ccccc2)=[N+]([O-])C(C(=O)O)N1O (stereo unspecified) | 44%
COc1ccc(NC(=O)c2cccc([N+](=O)[O-])c2C)cc1Cl | 10%
Cc1ccc(-c2cc(-c3ccccc3Cl)[nH]n2)c(O)c1 | 10%
Cc1cc(/C=C2\C(=O)NC(=S)N(c3ccc(Br)cc3)C2=O)c(C)n1C | 11%
COc1ccc(-c2nc(-c3cc(Cl)ccc3OC)cc(=O)o2)cc1 | 19%
Cc1ccc(/C=N/N2C(=O)C3C4C=CC(C4)C3C2=O)cc1Br (stereo unspecified) | 14%
O=C1C(=Cc2ccc(Sc3ccccc3)o2)C(=O)c2ccccc21 | 15%
COc1cc(C2Nc3ccc(C(=O)c4ccccc4)cc3NC3=C2C(=O)CC(c2ccccc2)C3)ccc1O (stereo unspecified) | 24%
CCn1c2ccccc2c2cc(C=Nc3ccc(C)c(I)c3)ccc21 | 14%
O=C(NCCOc1ccccc1F)Nc1ccc(Br)cc1 | 33%
COc1ccc(/C=N/N2CCN(Cc3ccc(C)cc3)CC2)cc1Br | 0%
O=C(NCCCO)C(=O)Nc1cccc(Cl)c1Cl | 0%
CCOc1ccc(NC(=O)C(C)Sc2ccc(Cl)cc2)cc1 (stereo unspecified) | 13%
Clc1ccc(N=Cc2ccc(N3N=C(c4ccccc4)CC3c3ccccc3)cc2)cc1 (stereo unspecified) | 28%
Cc1c(Br)c(C(F)(F)F)nn1CC(=O)Nc1c(F)cc(F)cc1Br | 6%
Cc1cccc(C(=O)Nc2cccc(C#N)c2)c1 | 3%
CCOc1cc(/C=C2\C(=O)NC(=S)N(c3ccc(Cl)cc3)C2=O)cc(I)c1OC | 0%
Cc1cc(/C=C(\C#N)C(=O)Nc2ccccc2)c(C)n1-c1cccc(Cl)c1 | 9%
C=CCn1c(COc2cccc3ccccc23)nc2ccccc21 | 14%
CCOc1ccc(NC(=O)C2CC3c4ccccc4C2c2ccccc23)cc1 (stereo unspecified) | 1%
Nc1c(C(=O)c2ccc(Br)cc2)sc2nccc(Nc3ccccc3)c12 | 17%
CC1(C)CC(=O)C=C(Nc2cc([N+](=O)[O-])ccc2N)C1 | 7%
CC1=NNC(=O)C1C(c1cccc(F)c1)C(C#N)C#N (stereo unspecified) | 5%
CC1=C(C(=O)OCCc2ccccc2)C(c2ccc(F)c(F)c2)C2=C(CC(C)(C)CC2=O)N1 (stereo unspecified) | 7%
COc1cc(NC(=O)c2ccc3c(c2)C(=O)N(C2CCCCC2)C3=O)c(C(=O)O)cc1OC | 5%
CC(C)(C)C(=O)COc1cc2oc(=O)cc(-c3ccccc3)c2cc1Cl | 9%
O=C(CCc1ccccc1)Nc1ccc(Nc2ccccc2)cc1 | 15%
CC(=O)c1cccc(NC(=O)CN(c2cccc([N+](=O)[O-])c2)S(=O)(=O)c2ccccc2)c1 | 2%
CCCCOc1ccc(C(=O)N2c3ccccc3CC2C)cc1 (stereo unspecified) | 18%
COc1ccc(S(=O)(=O)N2CCSC2c2ccccc2Cl)cc1 (stereo unspecified) | 8%
CCOCCOC(=O)c1ccc(NC(=O)COc2cc(C)ccc2C(C)C)cc1 | 18%
Cc1ccc2nc(Nc3ccccc3Br)cc(C)c2c1 | 9%
Cc1ccc(C(O)(C(=O)NCc2ccccc2)c2ccc(C)cc2)cc1 | 5%
COc1ccc(NC(=O)/C(C#N)=C\c2ccc(-c3ccccc3[N+](=O)[O-])o2)cc1 | 4%
C=CCc1ccc(OCCOCCN2CCC(C)CC2)c(OC)c1 | 0%
Cc1ccc(NC(=O)Nc2nnc(COc3cccc(C)c3C)s2)cc1 | 22%
COC(=O)CN1C(=O)Nc2ccc(Br)cc2C1c1ccccc1 (stereo unspecified) | 8%
CC1=NN(c2cccc(C(=O)O)c2)C(=O)/C1=C\c1ccc(N(C)C)c(Br)c1 | 12%
O=C1NC(=O)N(c2ccccc2)C(=O)/C1=C\c1ccc(-c2ccccc2[N+](=O)[O-])o1 | 9%
CCC(C)(C)C1CCc2c(sc(NC(=O)OC)c2C(N)=O)C1 (stereo unspecified) | 8%
COc1ccc(C(=O)NNC(=O)c2cccc(Cl)c2)c(OC)c1 | 5%
Cc1ccccc1C(=O)O/N=C(\N)c1cccc([N+](=O)[O-])c1 | 10%
Cc1ccc2c(c1)-c1c(sn(-c3ccc(Cl)c(C(F)(F)F)c3)c1=S)C(C)(C)N2 | 8%
CC1=NN(C(=O)Cc2ccccc2)C(O)(c2cccnc2)C1 (stereo unspecified) | 7%
CCn1cc(C(=O)O)c(=O)c2cc(F)c(N3CCOCC3)cc21 | 1%
CS(=O)(=O)N(Cc1ccc(C(=O)N2CCOCC2)cc1)c1ccccc1 | 10%
CCc1ccc2oc(-c3ccc(NC(=O)c4cc(OC)c(OC)c(OC)c4)cc3)nc2c1 | 8%
N/C(=N\N=C\c1cc(Br)cc(Br)c1O)c1nonc1N | 17%

Next structures follow:
SMILES | RNase H inhibition
Cc1cccc(N2CCN(C(=O)c3cccs3)CC2)c1C | 0%
CCOC(=O)C1=C(O)/C(=C/c2ccc(OC)cc2)SC1=Nc1ccccc1 | 10%
CC1=C(C(=O)OCCc2ccccc2)C(c2cccc(Br)c2)C2=C(CC(c3ccc(Cl)cc3)CC2=O)N1 (stereo unspecified) | 17%
O=C(NCCSCc1ccccc1Cl)c1ccc(Br)cc1 | 10%
COc1ccc2c(=O)c(Oc3ccccc3Br)coc2c1 | 23%
COC(=O)c1c(NC(=O)C2C3CCC(C3)C2C(=O)O)sc(C)c1-c1cc(C)ccc1C (stereo unspecified) | 15%
CCc1ccc(C2C(C(=O)OC)=C(C)NC3=C2C(=O)CCC3)cc1 (stereo unspecified) | 2%
CNC(=O)/C(=C/c1ccccc1)NC(=O)c1ccccc1 | 5%
N#C/C(=C/c1cccc(O)c1)C(=O)Nc1ccc(Cl)cc1 | 12%
O=C(Nc1ccccc1Cl)c1ccc(Br)o1 | 12%
CC(=O)NC(c1ccc(C)cc1)c1c(OC(=O)COc2ccccc2)ccc2ccccc12 (stereo unspecified) | 14%
CCC(C)NC(=O)CSCc1ccccc1Cl (stereo unspecified) | 0%
Cc1c(NC(=O)c2cc(I)ccc2Cl)cccc1-c1nc2cc(Cl)ccc2o1 | 0%
O=C(c1cccnc1)N(Cc1ccccc1)c1cccc([N+](=O)[O-])c1 | 7%
COc1cccc(C(=O)NNc2c(Cl)cc(Cl)cc2Cl)c1 | 8%
Cn1c(=O)[nH]c2c(nc(-c3ccccc3)n2CCc2ccccc2)c1=O | 0%
CCN(CC)C(=O)CSc1nnc2c(n1)[nH]c1ccccc12 | 0%
O=C(Nc1cccc(F)c1)c1ccc([N+](=O)[O-])cc1Cl | 0%
O=C(Nc1cccc(Cl)c1)N1CCN(Cc2ccc3c(c2)OCO3)CC1 | 0%
O=C(O)C1C2CCC(C2)C1C(=O)NCc1cccs1 (stereo unspecified) | 13%
COc1ccc(N(C(C)C(=O)N/N=C/c2ccc(N(C)C)c(Br)c2)S(C)(=O)=O)cc1 (stereo unspecified) | 14%
CCCc1cc(=O)oc2cc(C)cc(O)c12 | 0%
CCCCN1C(=O)c2ccccc2S1(=O)=O | 6%
Cc1ccc(C(=O)NC(=S)Nc2cccc(-c3nc4cc(Cl)ccc4o3)c2)cc1 | 8%
O=C(Nc1ccc2oc(-c3ccccc3Cl)nc2c1)c1cccc(Cl)c1 | 23%
CN(C)CCNc1ccc(Cl)cc1[N+](=O)[O-] | 9%
CC(=O)Oc1ccc(/C=c2/sc3nc4cc(C)c(C)cc4n3c2=O)cc1 | 5%
CC1=C(C(=O)OC(C)C)C(c2cccs2)C(C(=O)OC(C)C)=C(C)N1 | 13%
COc1ccccc1NC(=O)C(=O)NNC(=O)COc1ccc(Cl)cc1 | 0%
O=C(/C=C/c1ccc(S(=O)(=O)Nc2ccccc2)cc1)C1C(=O)c2ccccc2C1=O | 0%
O=C1OC(c2ccccc2F)=N/C1=C\c1ccc(OC(=O)c2ccccc2Cl)cc1 | 13%
O=C1c2ccccc2C(=O)N1CC(=O)N1c2ccccc2Sc2ccccc21 | 6%
COc1ccc(C2C3=C(CC(C)(C)CC3=O)OC3=C2C(=O)CC(C)(C)C3)cc1Br | 3%
N#Cc1c(/N=C/c2ccc(-c3ccc([N+](=O)[O-])cc3)o2)sc2c1CCCC2 | 15%
CCc1cc(C)cc(OCC(O)Cn2cnc3ccccc32)c1 (stereo unspecified) | 0%
COC(=O)c1ccc(C)c(S(=O)(=O)N2CCCCC2)c1 | 0%
Cc1cc(/C=C2\SC(=O)N(C)C2=O)c(C)n1-c1cccc([N+](=O)[O-])c1 | 25%
COc1ccc(C(=O)N2CCN(C/C=C/c3ccccc3)CC2)cc1 | 6%
COc1ccc(OCCOc2c(Cl)cccc2Cl)cc1 | 24%
Cc1cc(C)nc(NC(=O)C23CC4CC(CC(C4)C2)C3)c1 | 7%
O=C1NC(=O)N(c2ccc(Cl)cc2)C(=O)/C1=C/c1ccc(N2CCCCC2)o1 | 8%
CCOCCOC(=O)C1=C(C)NC2=C(C(=O)CC(c3ccc(OC)cc3)C2)C1c1ccc(Cl)cc1Cl (stereo unspecified) | 16%
Cc1c(N(CC(=O)N/N=C/c2ccccc2Cl)S(=O)(=O)c2ccccc2)c(=O)n(-c2ccccc2)n1C | 0%
Cc1sc(NC(=O)CCCC(=O)O)nc1-c1ccccc1 | 0%
Cc1nc2ccc(NC(=S)Nc3cccc([N+](=O)[O-])c3)cc2nc1C | 9%
O=C(/C=C(\O)c1ccc(Br)cc1)C(F)(F)F | 0%
COc1ccc(CCNC(=S)Nc2ccccc2)cc1 | 32%
COc1cc(C2NC(C(=O)O)CS2)cc(Br)c1O (stereo unspecified) | 2%
O=C(Nc1ccc2oc(-c3ccccc3)nc2c1)c1cc2ccccc2o1 | 48%
COc1ccc(C2C3=C(CC(C)(C)CC3=O)OC3=C2C(=O)CC(C)(C)C3)cc1[N+](=O)[O-] | 16%

Continuation:
SMILES | RNase H inhibition
CC1CN(C(=O)c2cc(Cl)ccc2Cl)CC(C)O1 (stereo unspecified) | 9%
O=C(Nc1ccc(-c2nc3ncccc3o2)cc1)c1cc2ccccc2oc1=O | 4%
CC(C)CC(=O)N1CCN(Cc2cccc(Br)c2)CC1 | 12%
O=C(O)CCCN1C(=O)/C(=C\c2ccc(-c3ccc(Br)cc3)o2)SC1=S | 19%
Cc1ccc(NCc2ccc([N+](=O)[O-])cc2)cc1C | 0%
O=C(CSc1nnc2c(n1)[nH]c1ccccc12)Nc1nc2ccccc2s1 | 0%
CCOc1ccc(/C(O)=C/C(=O)C(=O)OC)cc1 | 12%
Cc1ccc(OCCc2c(C)n[nH]c2C)cc1C | 10%
O=C(N/N=C/c1ccc2c(c1)OCO2)c1cccc(F)c1 | 0%
Cc1ccc(N2C(=O)C3C4C=CC(O4)C3C2=O)c([N+](=O)[O-])c1 (stereo unspecified) | 0%
CC1=NN(c2ccccc2)C(=O)/C1=C\c1cn(-c2ccccc2)nc1-c1cccs1 | 15%
COc1ccc(NS(=O)(=O)c2cccs2)cc1OC | 2%
C/C(=N\NC(=O)COc1ccc(Cl)cc1[N+](=O)[O-])c1cccs1 | 14%
COc1ccc(/C=C(\NC(=O)c2ccc([N+](=O)[O-])cc2)C(=O)NC(C)(C)C)cc1 | 1%
Cc1ccccc1C(=O)NN1C(=O)/C(=C\c2ccncc2)SC1=S | 0%
COc1ccc(/C=N/Nc2nc3nonc3nc2Nc2cccc(C)c2C)cc1OC | 4%
FC(F)(F)c1ccc(C2Nc3cccc4cccc(c34)N2)cc1 | 7%
Cc1cc(OCC(=O)NCc2ccc3c(c2)OCO3)cc(C)c1Cl | 14%
O=C(O)c1nn2c(C(F)(F)F)cc(-c3ccc(F)cc3)nc2c1Cl | 4%
CCN(CC)C(=O)Oc1ccc(Br)c2ccccc12 | 9%
O=C(Nc1ccccc1C(=O)N=Nc1c(O)[nH]c2ccc([N+](=O)[O-])cc12)c1ccccc1 | 14%
CC(=O)c1cccc(NC(=O)C(CC(C)C)N2C(=O)c3ccccc3C2=O)c1 (stereo unspecified) | 0%
COc1ccc(C(=O)Nc2ccc(S(=O)(=O)c3ccc(NC(=O)c4ccc(OC)c(OC)c4)cc3)cc2)cc1OC | 3%
Cc1ccc(N2C(=O)NC(=O)/C(=C\c3ccc(O)c(I)c3)C2=O)cc1C | 23%
O=c1[nH][nH]c(=O)c2c(N=Cc3c[nH]c4ccccc34)cccc12 | 6%

Screens: PubChem BioAssay, MTDP

These rows are one share of the data, so the mix of outcomes need not match the whole.
